TAAR1 ag: human TAAR1 agonism; CHO RD-HGA16 TAAR1, Fluo-8 calcium fluorescence; vehicle wells 0%, saturating PEA agonist 100%; 360,000 compounds, 0.99% hits; activation, % at 3 µM;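 active = activation above the mean activation of all test compounds in the run plus 3 SD, cut at about 38% in these data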
Target sequence (Q96RJ0 whole entry, looked up): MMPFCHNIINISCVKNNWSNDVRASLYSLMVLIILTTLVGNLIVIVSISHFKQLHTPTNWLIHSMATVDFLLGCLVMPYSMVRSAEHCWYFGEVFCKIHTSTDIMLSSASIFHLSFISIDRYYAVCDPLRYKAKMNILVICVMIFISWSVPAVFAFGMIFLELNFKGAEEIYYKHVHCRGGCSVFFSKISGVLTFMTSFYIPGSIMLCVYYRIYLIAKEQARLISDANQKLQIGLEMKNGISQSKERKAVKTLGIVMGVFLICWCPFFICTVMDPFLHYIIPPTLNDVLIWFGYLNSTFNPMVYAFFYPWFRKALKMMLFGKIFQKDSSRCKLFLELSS
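Repeats: no replicates (n 1) | Material: CHO-derived RD-HGA16 cells with stable Gα16 and human TAAR1 | Technique: Kinetic Fluo-8 calcium fluorescence | Schedule: 17-24 h seeding, 75 min 37 °C dye, 30 min RT | Evaluation: % activation from peak over basal fluorescence ratio, DMSO-to-PEA scaled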
M1 ag: activates human CHRM1 receptor; activation, % at 3 µM; CHO-K1 hM1, Fluo-8 calcium fluorescence, agonist mode; 0% DMSO, 100% acetylcholine EC100; AID 588814; P11229; 360,000 compounds, 0.33% hits;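 active = activation above the run's mean compound activation plus 3 SD, cut at about 16% in these data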;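 note: peak over basal fluorescence ratio within a 140 s kinetic read after compound addition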
CHRM1 antagonist: antagonists of human M1 muscarinic receptor; P11229; CHO-K1 hM1, Fluo-8 calcium fluorescence, ACh EC80 antagonist; inhibition, % at 3 µM; 360,000 compounds, 1.3% hits;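 active = percent inhibition above its own plate's cutoff, namely the mean of that plate's compound wells plus 3 SD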;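 note: peak over basal fluorescence ratio during 140 s after agonist addition; 0% = ACh EC80 plus DMSO and 100% = DMSO alone without agonist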
OXTR agonist: agonists of human oxytocin receptor; P30559; CHO-OTR cells, Fluo-8 calcium fluorescence; normalized: DMSO 0%, oxytocin 100%; activation, % at 3 µM; 320,000 compounds, 0.32% hits; AID 2435;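 active = activation above the mean of all tested compounds plus 3 SD, cutoff set per screening run, cut at about 20% in these data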;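 note: peak over basal fluorescence ratio from a 100 s FLIPR kinetic read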
V1R ag counter: counter-screen for oxytocin receptor agonists: human V1a receptor agonists. CHO-V1R cells, Fluo-8 calcium fluorescence, agonist mode; 0% DMSO, 100% 3 nM vasopressin. activation, % at 3 µM. 320,000 compounds, 0.25% hits. AID 2797;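 active = activation above the mean activation of all tested compounds plus 3 SD, per screening run, cut at about 20% in these data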;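 note: signal is peak over basal fluorescence ratio across a 100 second FLIPR read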
Target sequence (P37288 whole entry, looked up): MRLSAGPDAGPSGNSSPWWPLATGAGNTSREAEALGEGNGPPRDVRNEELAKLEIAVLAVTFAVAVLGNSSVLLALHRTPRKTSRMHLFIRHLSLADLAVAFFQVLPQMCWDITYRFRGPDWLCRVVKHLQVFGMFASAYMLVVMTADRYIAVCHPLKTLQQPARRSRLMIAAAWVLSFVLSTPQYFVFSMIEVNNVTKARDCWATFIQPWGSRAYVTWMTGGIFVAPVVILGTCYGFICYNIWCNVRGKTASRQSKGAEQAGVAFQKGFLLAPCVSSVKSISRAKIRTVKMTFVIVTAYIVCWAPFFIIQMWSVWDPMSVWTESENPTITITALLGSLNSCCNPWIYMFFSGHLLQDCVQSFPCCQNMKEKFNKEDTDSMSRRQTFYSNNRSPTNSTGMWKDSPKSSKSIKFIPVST
CHO parental Ca: signal in parental CHO cells, OX1R antagonist counter-screen; parental CHO-K1, ATP-induced calcium, Fluo-8 fluorescence; inhibition, % at 5.6 µM; 330,000 compounds, 0.63% hits; AID 463079;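 active = inhibition above that plate's mean sample inhibition plus 3 SD, cut at about 26% in these data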;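 note: 0% = ATP-challenged DMSO wells and 100% = DMSO wells without ATP; some compounds past the cut are filed as inactive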
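Material: Parental CHO cells | Reagent: ATP | Compound dosing: Single nominal dose of 5.6 µM per compound | Detection: Intracellular calcium via Fluo-8 no-wash fluorescent dye | Read-out: % inhibition of ATP-induced calcium mobilization | Benchmarks: Low control ATP plus DMSO, high control DMSO only | Replicates: Singlicate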
TAAR1 antagonist: antagonists of human TAAR1; 360,000 compounds, 1.5% hits; CHO RD-HGA16 TAAR1, Fluo-8 calcium fluorescence, antagonist; inhibition, % at 3 µM; Q96RJ0; AID 624466;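 active = inhibition above a per-plate cutoff, the mean inhibition of test compounds on that plate plus 3 SD, cut at about 49% in these data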;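 note: 0% = DMSO plus EC80 beta-PEA response and 100% = DMSO alone without agonist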
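Test system: RD-HGA16 CHO cells with stable hTAAR1 and Gα16 / Probe or stimulus: EC80 β-phenethylamine stimulus / Times: seeding 17-24 h prior, 75-min 37 °C, 30-min RT dye loading / Detection: Fluo-8 calcium-sensitive fluorescence / Read-out basis: % inhibition scaled between DMSO and EC80 PEA controls / Repeats: singlicate, one well per test compound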
CHRM1 PAM: potentiates human M1 receptor response to acetylcholine. 360,000 compounds, 0.088% hits. CHO-K1 hM1, Fluo-8 calcium fluorescence, ACh EC20; 0% = ACh EC20, 100% = maximal ACh. P11229. activation, % at 3 µM; in the data active = activation above about 19%, passing the limit was not always enough
OXTR potentiate: potentiates the human oxytocin receptor response; CHO-OTR cells, Fluo-8 calcium fluorescence, potentiator mode; 0% = oxytocin EC15, 100% = EC100; 320,000 compounds, 0.061% hits; activation, % at 3 µM;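 active = activation above that plate's cutoff, the mean activation of tested compounds plus 3 SD, cut at about 6.6% in these data, passing the limit was not always enough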;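 note: 100% uses oxytocin at 75 nM as the full agonist control; some results filed as inactive read as strong as hits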
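System: human OTR in CHO cells / Also added: sub-maximal oxytocin, roughly EC15 / Control set: EC15 oxytocin low, 75 nM oxytocin high / Schedule: 6 min compound pre-incubation at room temperature, 100 s kinetic read / Compound: single-point 3.0 µM / Replication: singlicate / Technique: Fluo-8 calcium dye fluorescence / Read-out basis: % activation of max/min ratio relative to oxytocin controls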
* hit, by the source's call; nt = no result given.

SMILES	TAAR1 ag	M1 ag	CHRM1 antagonist	OXTR agonist	V1R ag counter	CHO parental Ca	TAAR1 antagonist	CHRM1 PAM	OXTR potentiate
N#Cc1c(-c2ccco2)cc(C2CC2)nc1SCC(=O)c1ccccc1	3	-5	-3	-0.6	0.5	-19	-3	0	-11
CCOC(=O)c1sc(NC(=O)COC(=O)Cn2cnc3ccccc32)c(C(=O)OCC)c1C	5	-2	-20	1.8	0.8	-9	8	-2	-6
CC1(C)CNC(=O)c2sc(NC(=O)CN3CCOCC3)nc2C1	5	-1	-12	-0.2	-0.3	-5	-5	10	-2
Cc1cc(NC(=O)Nc2cccc([N+](=O)[O-])c2)no1	9	3	-1	6.1	6.0	2	13	2	0
Cc1cc(C(=O)NNC(=S)NCc2ccccc2)no1	1	0	-8	nt	nt	nt	-16	-1	nt
Cc1ccccc1-c1nnc(CS(=O)(=O)c2ccccc2)o1	2	-3	-16	2.9	0.6	-10	1	13	-7
O=C(COC(=O)c1ccccn1)Nc1nc(-c2ccccc2)cs1	9	-1	-6	4.3	9.3	-9	-11	4	-13
CCn1cc(C(=O)N(C)Cc2ccc(OC(F)F)cc2)c(=O)c2ccc(C)nc21	1	-1	0	-0.5	-1.6	-27	-16	1	5
CC1CCC2C(=O)N(c3ccc(NC4CCCCC4)c([N+](=O)[O-])c3)C(=O)C2C1 (stereo not given)	0	-10	-6	-3.1	-1.6	-28	-1	-3	-7
O=C(NNC(=O)c1ccc2ccccc2c1)c1cccc(Cl)c1	2	1	-17	nt	nt	nt	-35	6	nt
CCOC(=O)c1nnn(-c2nonc2-n2cccc2)c1CN1CCOCC1	3	-7	2	-2.1	-0.9	-15	-13	-3	-2
c1ccc2c(C3OCC4(CCCCC4)CO3)cccc2c1	5	0	-19	nt	nt	nt	-20	10	nt
Cc1cc(C)n(-c2cc(N3CCN(C(=O)c4cccc(F)c4)CC3)ccc2[N+](=O)[O-])n1	6	-3	4	-1.0	0.7	0	-12	-4	-12
COC(=O)c1ccc(COC(=O)c2ccccc2OC)cc1	0	-8	-5	-1.2	1.3	1	-4	2	-2
CCC(C(=O)NCc1ccco1)N(C(=O)CNS(=O)(=O)c1ccc(C)cc1)c1ccccc1F (stereo not given)	0	-5	-3	-1.3	0.8	-19	6	1	-1
Cc1ccc(S(=O)(=O)N2CCN(CC(=O)Nc3ccccc3Cl)CC2)cc1	12	-3	7	-0.2	0.0	-15	3	-2	-5
S=C(NCc1ccc2c(c1)OCO2)NCc1ccco1	7	-3	-5	1.3	1.9	-3	-8	4	-14
CN1CCN(C(=O)c2cc3c(c(-c4cccc(-c5cc6ccccc6o5)c4)n2)[C@@H](CCO)N(S(=O)C(C)(C)C)C3)CC1 (stereo not given in full)	4	-6	-17	nt	nt	nt	7	-3	nt
Cc1cc(C(=O)CN2C(=O)NC3(CCCc4ccccc43)C2=O)c(C)n1Cc1ccccc1 (stereo not given)	-1	-4	-4	-1.4	-0.4	-12	-7	3	3
CCn1c(CNC(=O)Cc2ccc(OC)cc2)nnc1SCCOc1ccccc1	10	-4	1	4.4	3.2	-8	-8	3	-5
CC1CCCC(NC(=O)C2CCN(S(=O)(=O)N3CCCCC3)CC2)C1C (stereo not given)	2	-2	-10	0.7	0.8	-18	17	9	-6
COc1cc2nc(NC(=O)c3ccccc3)[nH]c(=O)c2cc1OC	7	-4	-9	-0.5	0.0	-6	-1	5	-5
O=[N+]([O-])c1ccc(N2CCN(c3ccccc3O)CC2)c(Cl)c1	5	-1	10	4.6	14	-5	25	-9	-11
O=C(O)CCC(=O)c1ccc(C2CCCCCC2)cc1	1	-9	-3	nt	nt	nt	-9	8	nt
COC(=O)[C@@]1(Cc2ccccc2)[C@H]2C(=O)N(Cc3ccccc3)C(=O)[C@H]2[C@H]2CN=C(SCc3ccc(C#N)cc3)N21	3	-1	-14	nt	nt	-5	25	4	nt
Cc1ccc(/C=C/C(=O)Nc2cc(=O)n(C)c(=O)n2C)o1	6	-2	-12	0.4	0.9	-2	-14	8	-6
CCOC(=O)c1ccc(NC(=O)CCc2nc(-c3cccc(C)c3)no2)cc1	11	1	23	5.5	8.5	21	8	-6	-21
Cc1nn(-c2ncc(C(F)(F)F)cc2Cl)c(=O)n1-c1cccc(F)c1	1	-3	7	-0.3	-1.1	10	-23	1	-13
O=C(c1cccc(Cl)c1)N1CCN(CCCc2ccccc2)CC1	2	-10	-3	-1.3	1.9	-17	-7	-1	-11
COc1ccc2c(c1)O[C@H](c1ccc3c(c1)OCO3)[C@@H](O)C2=O	nt	-6	-8	1.1	-0.3	-11	nt	13	-15

Single records, as listed above. Order of screens: TAAR1 ag, M1 ag, CHRM1 antagonist, OXTR agonist, V1R ag counter, CHO parental Ca, TAAR1 antagonist, CHRM1 PAM, OXTR potentiate
COc1ccc2c(c1)O[C@H](c1ccc3c(c1)OCO3)[C@@H](O)C2=O across the screens: nt, -6, -8, 1.1, -0.3, -11, nt, 13, -15
Cc1nn(-c2ncc(C(F)(F)F)cc2Cl)c(=O)n1-c1cccc(F)c1 across the screens: 1, -3, 7, -0.3, -1.1, 10, -23, 1, -13

Further records follow:
SMILES	TAAR1 ag	M1 ag	CHRM1 antagonist	OXTR agonist	V1R ag counter	CHO parental Ca	TAAR1 antagonist	CHRM1 PAM	OXTR potentiate
O=S(=O)(/N=C(/Nc1cc(N2CCOCC2)ncn1)c1ccccc1)c1ccccc1	4	-2	-21	8.3	2.2	-5	-11	5	-13
CC1(C(=O)Nc2ccc3c(c2)OCCO3)CCN1Cc1csc2ccccc12 (stereo not given)	3	-6	-14	nt	nt	nt	-2	0	nt
CCCCC(CC(O)COCCC)c1n[nH]c(=S)n1-c1ccccc1 (stereo not given)	6	-3	3	-1.2	0.3	-5	11	-1	-2
COCCCn1c(C(C)C)nc2oc3cc(OC)ccc3c(=O)c2c1=O	6	-5	10	-1.0	0.1	0	-4	-8	-1
CCC(C)c1ccc(S(=O)(=O)N2CCN(S(=O)(=O)c3ccc(NC(C)=O)cc3)CC2)cc1 (stereo not given)	-3	0	-11	0.8	0.3	1	4	10	-5
CC(=O)Nc1cc(-c2ccc(C(=O)NC3CC3)cc2)cn2c(-c3cccc(C(C)=O)c3)cnc12	1	-8	-6	nt	nt	nt	-9	-2	nt
CC(C)N(C(=O)COC(=O)c1cncc(Br)c1)C(C)C	0	-3	4	1.2	0.1	-7	-1	4	4
O=C1CC(C(=O)N(CC2CCCO2)C(C(=O)NC2CCCCC2)c2ccncc2)CS1 (stereo not given)	23	-8	-7	0.0	-0.6	4	20	9	-8
CCOC(=O)c1sc(NC(=O)C(CC)Sc2nnc3c4ccccc4n(C(C)C)c3n2)nc1C (stereo not given)	8	-3	15	nt	nt	nt	-1	-8	nt
CCc1nc2c(OCc3ccc(Cl)cc3Cl)cccn2c1N(C)C(=O)CC(C)C	6	-8	0	nt	nt	nt	28	-9	nt
C#CCN1C(=O)C2(OCCO2)c2ccccc21	0	0	-9	1.4	-0.6	0	-2	0	-7
Cc1cccc2c1N(CCOc1ccc(C(C)(C)C)cc1)C(=O)C2=O	4	21*	-1	-2.6	-0.5	-24	42	-7	-10
O=C(NCCC(c1ccccc1)c1ccccc1)c1cnccn1	0	-7	0	-1.5	-0.8	-22	-10	7	1
c1ccc(-c2nc(NCC3CCCO3)c3ccccc3n2)nc1 (stereo not given)	1	-4	10	1.4	1.0	-11	20	0	-1
C/C=C/COc1nc2c(c(=O)n(C)c(=O)n2C)n1C	4	-4	-17	-0.7	0.6	-10	16	5	-10
COc1ccc(C)cc1N(CC(=O)N1CCCC1)S(=O)(=O)c1ccccc1	-1	-4	1	-0.2	0.0	-29	-4	4	-7
CCOC(=O)c1sc(NC(=O)c2ccc(Cl)s2)cc1C	0	-4	-16	1.6	0.7	-10	8	4	-1
CC(NC(=O)C1CCCN1C(=O)c1cccs1)c1ccc(Cl)cc1Cl (stereo not given)	0	-1	-13	nt	nt	nt	9	9	nt
NC(=S)NN=Cc1ccc(OC(=O)COc2cc(Cl)c(Cl)cc2Cl)cn1	4	-1	-5	nt	nt	nt	-38	2	nt
O=C(OC(C(=O)NC1CCCCC1)c1ccc(C(F)(F)F)cc1)c1ccco1 (stereo not given)	3	-4	0	-1.5	0.0	-17	-23	0	-3
COc1ccc(S(=O)(=O)N2CCC(C(N)=O)(N3CCCCC3)CC2)cc1OC	-1	-2	-13	0.7	0.2	1	13	3	-2
Cc1ccc(NC(=O)CCc2nc(-c3cccs3)no2)c(Br)c1	-1	2	-1	0.8	2.2	-18	-13	12	-2
O=C(C1CCCC1)N1CCN(S(=O)(=O)c2ccc(F)cc2)CC1	1	0	-5	-0.1	1.2	-8	-4	19	-9
O=C1[C@@H]2[C@H](Cc3ccc(O)cc3)N[C@]3(C(=O)Nc4ccccc43)[C@@H]2C(=O)N1c1ccc(F)cc1	-1	-3	-2	1.5	0.6	9	7	5	-4
C#CCOCCOCCOCCNc1nc(N2CCN(C(=O)C([C@@H](C)CC)n3cc(C(N)CC(C)C)nn3)CC2)nc(N2CCN(C(=O)[C@H](CCCCN)n3cc(C(N)COC(=O)C(F)(F)F)nn3)CC2)n1 (stereo not given in full)	nt	nt	nt	-0.5	-0.3	-8	nt	nt	-12
NS(=O)(=O)c1cnccc1Nc1ccc(Cl)cc1	1	-4	9	-0.1	0.2	-4	-30	-1	-9
CN(CC(=O)Nc1ccc(Cl)c(C(F)(F)F)c1)C(=O)CNC(=O)C1CCCCC1	14	1	-6	8.6	16	-6	-30	5	-9
CCc1ccc(NC(=O)CN(c2ccc(OC)cc2)S(=O)(=O)c2c(C)[nH]c(=O)[nH]c2=O)cc1	1	-1	-7	-0.3	-0.4	-5	-6	14	-12
CCCCNc1c(-c2cccc(-c3ccc(OC)cc3)c2)nc2ccc(C)cn12	12	-8	59*	-2.7	0.0	74*	81*	-31	-9
COc1ccc(-c2cnc3c(NC(C)=O)cc(-c4ccc(C(=O)N5CCOCC5)cc4)cn23)cc1OC	0	-6	11	nt	nt	nt	-47	0	nt
COC(=O)Cc1c[nH]c2cccc(OCC(O)CN(Cc3ccccc3)C(C)C)c12 (stereo not given)	4	-6	-2	-0.6	-0.1	-10	-3	5	-5
CC1=C(c2ccc(Cl)cc2)[N+](=O)C(C)(C)N1[O-]	4	14	-6	0.1	0.9	-3	11	5	-7
CC(C)C(OC(=O)CN1C(=O)COc2ccccc21)C(=O)NC1CCCC1 (stereo not given)	7	-3	-3	-0.6	-1.0	-5	8	5	-5

Source: PubChem
